Screening data deposited in PubChem BioAssay by The Scripps Research Institute Molecular Screening Center.
Tn7 DDE FP: inhibitors of Tn7 peptide binding to human fibrin DD(E). 370,000 compounds, 0.13% hits. inhibition, % at 8.3 µM. FP displacement of FITC-Tn7 peptide from fibrin DD(E); 0% = median of compound wells per plate;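 active means inhibition above the mean of compounds falling within the control limits plus 3 SD of them, cut at about 14% in these data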;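 further: 0% = plate median of compound wells and 100% = 10 µM Aha-Tn7 peptide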
Target sequence (P02675 whole entry, looked up): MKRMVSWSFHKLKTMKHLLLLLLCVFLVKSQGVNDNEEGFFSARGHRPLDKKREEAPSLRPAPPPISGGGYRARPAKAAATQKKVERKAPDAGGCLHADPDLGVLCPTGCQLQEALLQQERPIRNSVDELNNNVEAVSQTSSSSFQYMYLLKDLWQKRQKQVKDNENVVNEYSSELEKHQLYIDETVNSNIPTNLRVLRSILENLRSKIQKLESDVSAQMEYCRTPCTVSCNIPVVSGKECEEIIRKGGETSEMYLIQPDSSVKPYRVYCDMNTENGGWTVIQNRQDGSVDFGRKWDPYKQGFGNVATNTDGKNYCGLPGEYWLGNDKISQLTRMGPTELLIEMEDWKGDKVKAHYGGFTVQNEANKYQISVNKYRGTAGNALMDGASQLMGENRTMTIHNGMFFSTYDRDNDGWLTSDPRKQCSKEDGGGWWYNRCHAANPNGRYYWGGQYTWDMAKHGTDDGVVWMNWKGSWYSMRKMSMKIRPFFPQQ
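Test system – human fibrin DD(E) · Times – 10 min preincubation, 3 h with tracer, room temperature · Detection – fluorescence polarization of the labelled Tn7 tracer · Measure – percent inhibition normalized to high-control wells · Benchmarks – high control wells with 10 µM unlabelled Aha-Tn7 peptide (full inhibition) · Repeats – singlicate testing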
UHRF1 binding: UHRF1 methyl-DNA binding inhibition. UHRF1 binding to methylated oligo, TR-FRET. inhibition, % at 4.4 µM. 370,000 compounds, 0.75% hits; in the data active means inhibition above about 21%;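 further: UHRF1 SRA domain binding a hemimethylated CpG hairpin DNA probe; 0% = median of test compound wells and 100% = reference inhibitor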
PLC-beta3 inh: blocks human PLC-beta3 enzyme activity; Purified PLC-beta3, fluorogenic substrate, fluorescence; inhibition, % at 12.2 µM; 370,000 compounds, 0.18% hits; in the data active means inhibition above about 11%;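 further: 0% = median of compound wells on plate and 100% = full blocker control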
ARFGAP1 inh: inhibitors of rat ARFGAP1 | inhibition, % at 16.5 µM | Q62848 | 360,000 compounds, 0.26% hits | Arfgap1-stimulated ARF1 GTP hydrolysis, GDP FP detection;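 active means inhibition above a per-plate limit, mean inhibition of low control wells plus 3 SD, cut at about 25% in these data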;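 further: 0% = DMSO wells with enzyme and 100% = wells lacking Arfgap1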
Target sequence (Q62848 1-136 limits assumed): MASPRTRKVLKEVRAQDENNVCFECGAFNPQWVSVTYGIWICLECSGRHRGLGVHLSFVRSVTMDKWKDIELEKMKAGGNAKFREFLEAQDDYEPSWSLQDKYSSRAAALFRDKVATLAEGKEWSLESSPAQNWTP
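Material: rat Arfgap1 GAP domain (His6, aa 1-136), purified enzyme. Also added: human ARF1(Δ1-17)-GTP substrate. Compound dosing: 16.5 µM single point, 1.26% DMSO. Timing: enzyme reaction 120 min at 25 °C after 20 min preincubation. Signal: GDP detection by fluorescence polarization. Read-out basis: percent inhibition of GAP-stimulated GDP formation, scaled between DMSO and no-Arfgap1 medians.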
Tn6 DDE FP: inhibitors of Tn6 peptide binding to human fibrin DD(E); P02675; Fibrin DD(E) TRITC-Tn6 fluorescence polarization displacement; inhibition, % at 8.3 µM; 370,000 compounds, 0.21% hits; AID 720509;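 active means inhibition above a per-campaign cutoff: mean of compounds within control limits plus 3 SD, cut at about 15% in these data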;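 further: 0% = median of all compound wells on the plate and 100% = blocking peptide control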
MBD2 inh: inhibitors of human MBD2 binding to methylated oligonucleotide. AID 686964. 370,000 compounds, 0.31% hits. TR-FRET. inhibition, % at 4.4 µM. Q9UBB5; in the data active means inhibition above about 13%
ASAP1 GAP inh: ASAP1 ArfGAP inhibition; 360,000 compounds, 0.19% hits; ASAP1-stimulated ARF1 GTP hydrolysis, GDP FP detection; AID 624377; inhibition, % at 16.5 µM; in the data active means inhibition above about 25%;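 further: 0% = vehicle with enzyme and substrate and 100% = no enzyme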
proKLK7 act: proKLK7 (human) activation, primary screen; purified proKLK7, EDANS-DABCYL substrate fluorescence; 100% is mature enzyme control, 0% vehicle; 370,000 compounds, 0.9% hits; P49862; activation, % at 7 µM;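 active means activation above the mean of all tested compounds plus 3 SD, computed per campaign excluding outliers beyond control limits, cut at about 13% in these data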
Target sequence (P49862 whole entry, looked up): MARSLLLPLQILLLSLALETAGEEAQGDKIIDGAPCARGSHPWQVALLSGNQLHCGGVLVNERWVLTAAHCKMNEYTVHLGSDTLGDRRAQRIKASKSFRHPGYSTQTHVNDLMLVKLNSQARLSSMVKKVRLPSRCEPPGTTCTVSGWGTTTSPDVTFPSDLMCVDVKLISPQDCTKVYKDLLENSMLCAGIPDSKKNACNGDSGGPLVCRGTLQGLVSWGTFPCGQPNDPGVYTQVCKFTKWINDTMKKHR
ADAM17 inh: inhibitors of human ADAM17 | P78536 | recombinant ADAM17, EDANS/DABCYL FRET peptide cleavage | inhibition, % at 6.95 µM | 370,000 compounds, 0.83% hits;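 active means inhibition above the mean of compounds lying between control limits plus 3 SD, set per campaign, cut at about 8.5% in these data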;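 further: 0% = DMSO-only wells as the low control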
PLC-gamma1 inh: inhibitors of human phospholipase C gamma1; P19174; purified PLC-gamma1, fluorogenic substrate, fluorescence; inhibition, % at 12.2 µM; 370,000 compounds, 0.84% hits; in the data active means inhibition above about 9.5%
The depositor's hits bear a star; i = inactive; / = not tested or not shown. This is a subset; the hit share may differ from the screen's.

SMILES	Tn7 DDE FP	UHRF1 binding	PLC-beta3 inh	ARFGAP1 inh	Tn6 DDE FP	MBD2 inh	ASAP1 GAP inh	proKLK7 act	ADAM17 inh	PLC-gamma1 inh
CCCOc1ccccc1C1SCC(=O)Nc2c1c(=O)[nH]n2C(C)CCC (configuration not stated)	-1	-3	3	5	-8	0	-1	-0.1	-2	-2
Cc1ccccc1-n1c(O)c(/C=N/NC(=O)c2ccccc2O)c(=O)[nH]c1=S	-2	-2	-68	-4	-4	1	9	-0.1	-8	-45
CC(=NCc1ccc2c(c1)OCO2)c1c(O)n(Cc2ccccc2)c(=O)[nH]c1=O	-3	0	-5	-1	2	2	2	0.8	-2	0
O=C1OCc2cc(N=Nc3c(O)[nH]c(=O)[nH]c3=O)ccc21	1	3	3	1	5	-1	-1	-0.2	1	5
OC1/C(=C/c2ccc(Cl)cc2Cl)N2CCC1CC2 (configuration not stated)	-3	2	-11	-1	-7	1	-3	0.0	-4	-3
O=C(Nc1nc(-c2ccccc2)c(-c2ccccc2)s1)c1ccc(S(=O)(=O)N(CCCl)CCCl)cc1	-2	-5	-6	3	4	3	8	-0.5	-2	-7
CC(=O)[C@@]1(O)CC[C@H]2[C@@H]3CC=C4C[C@@H](O)CC[C@]4(C)[C@H]3CC[C@@]21C	1	-1	3	-3	7	-2	11	-0.1	-6	-1
CN(C)P(=NC(=S)c1cccn1C)(N(C)C)N(C)C	0	-3	-3	0	-6	-1	-7	0.1	-3	-6
CCN(CC)N=O	-1	0	1	-7	-2	3	6	0.5	-5	-1
O=c1[nH]c(=O)n(Cc2ccco2)c(O)c1C=NCc1cccs1	-4	3	-1	7	-2	3	-2	-0.4	-5	0
O=C(c1cc2cc(Cl)ccc2[nH]1)N1CCC2(CC1)OCCO2	3	0	-12	-2	-2	-6	-7	0.1	-4	-1
O=C1NCN(c2ccccc2)C12CCN(C(c1cccs1)c1nnnn1C1CCCC1)CC2 (configuration not stated)	-3	-2	0	7	-5	-6	3	0.2	-3	-2
COC(=O)Cn1cc(/C=C2\C(=O)NC(=O)N(c3ccc(OC)cc3)C2=O)c2ccccc21	3	1	-4	-9	0	4	-1	-0.3	-6	0
Cc1cc(OC(C)C(=O)NCc2ccncc2)c2c3c(c(=O)oc2c1)CCCC3 (configuration not stated)	3	3	-76	-1	-1	2	4	6.7	-61	-51
Cc1ccc(N2C(=O)NC(=O)C(CCc3ccccn3)(Cc3ccc(F)cc3)C2=O)cc1 (configuration not stated)	1	18	2	13	0	9	-3	0.4	-8	7
Cc1ccc(CN2CCCC(C(=O)c3cccc(C(F)(F)F)c3)C2)o1 (configuration not stated)	-4	-1	4	-1	-1	-1	5	1.3	2	4
Nc1ccc(Cc2ccc(N)cc2)cc1	-6	-3	11*	1	7	-1	-9	0.2	-1	-1
Cc1ccc2nc(C)n(-c3ccc(F)cc3)c(=O)c2c1	4	0	2	-4	4	2	-13	-0.1	2	1
Cc1ccc(CN2CCCN(Cc3ccc(Cl)cc3)S2(=O)=O)cc1	-3	-1	-5	11	-6	-3	-8	0.0	-1	-2
NCCc1ccccc1	-1	1	-3	-9	2	2	-1	-0.9	-2	1
CC(C)C[C@H]1COc2cccc(N3CCN(C)CC3)c2S(=O)(=O)N1	-3	1	-1	6	3	-4	-1	0.2	0	-1
COc1ccc2c(c1)c(CCN)c(C)n2Cc1ccccc1	7	3	-7	-3	2	0	-4	0.3	0	1
Cc1cc(Oc2cc(NN3CCCCC3)c([N+](=O)[O-])cc2[N+](=O)[O-])ccc1[N+](=O)[O-]	5	1	-4	8	-5	5	7	-0.6	-6	-1
CCCOC(=O)c1ccccc1C(=O)OCCC	2	1	-2	-9	2	2	-15	-1.3	-5	-2
CCOC(=O)[C@]12Cc3ccsc3[C@H]1N(Cc1ccccc1)C(=O)c1ccccc12	-1	-3	-3	3	4	0	5	-0.1	1	-2
The list goes on:
SMILES	Tn7 DDE FP	UHRF1 binding	PLC-beta3 inh	ARFGAP1 inh	Tn6 DDE FP	MBD2 inh	ASAP1 GAP inh	proKLK7 act	ADAM17 inh	PLC-gamma1 inh
CN1C(=O)CCS(=O)(=O)C1c1ccc(Cl)cc1 (configuration not stated)	1	2	3	/	0	-4	/	-0.4	1	-1
CC/C(=N\NC(=O)c1ccccc1Cl)c1c(O)n(C2CCCCC2)c(=O)[nH]c1=O	-3	-4	3	-9	-10	2	-2	0.0	-1	2
CCCCCCC(Cl)(Cn1ccnc1)c1ccccc1 (configuration not stated)	-2	-1	-2	-6	-3	1	-6	0.1	-1	0
CC(=O)NNC(=O)CN1C(=O)CN=C(c2ccccc2)c2cc(Br)ccc21	-4	-2	4	4	7	-7	10	-0.4	5	3
COc1ccc(OC)c(CC(=O)N(C)C2CCCN(Cc3ccccc3F)C2)c1 (configuration not stated)	-1	1	-4	-4	-2	4	-11	-0.2	0	1
CCOC(=O)c1c(C)n(CCOC)c2ccc(O)cc12	-7	0	-16	-14	-9	-5	1	-0.3	2	3
O=c1c2ccccc2nc(/C=C/c2ccc([N+](=O)[O-])o2)n1-c1ccc(O)cc1	1	15	-15	2	-7	2	10	0.0	-2	-11
CC1C(=O)CC2(C(C)C)CC12 (configuration not stated)	-6	0	10	8	-9	-5	3	0.4	1	4
Oc1ccccc1C1NCc2ccccc2-n2cccc21 (configuration not stated)	-9	3	0	-11	4	-3	7	-0.1	5	5
O=c1[nH]c(=S)n(C2CC2)c(O)c1C=Nc1ccc2c(c1)OCO2	-3	-3	-11	-17	-2	2	1	-1.0	-1	-4
Cc1cccn2c(=O)c3c(nc12)N1CCC(Cc2ccccc2)CC1C1(C3)C(=O)N(C)C(=O)N(C)C1=O (configuration not stated)	-7	-2	-8	-5	-1	-3	-4	-1.1	-2	-5
Cc1ccc(C)c(OCC(=O)N2CCN(Cc3ccc4c(c3)OCO4)CC2)c1	0	2	-2	-2	-1	0	1	0.3	-5	0
CCc1nc(N2CCNCC2)c(C#N)c2c1CSC(C)(C)C2	-2	-1	-16	4	-3	1	2	0.1	-19	-15
O=[N+]([O-])c1cc(Cl)c(O)c(-[n+]2c(-c3ccccc3)cc(-c3ccccc3)cc2-c2ccccc2)c1	6	-5	-5	0	-1	1	6	0.2	0	3
COc1ccc(CN2Cc3cc(-c4ccccc4)ccc3-n3nncc3C2)cc1	1	1	-6	-12	-7	5	-5	0.3	1	2
O=c1ccc2cc(O[C@@H]3O[C@H](CO)[C@@H](O)[C@H](O)[C@H]3O)c(O)cc2o1	4	-1	i	4	0	0	1	53*	i	i
Cc1nn(Cc2ccccc2)c(C)c1C(=O)OCC(=O)NC1CCS(=O)(=O)C1 (configuration not stated)	6	2	-3	-4	5	0	3	0.3	2	-2
Cn1cnc([N+](=O)[O-])c1Sc1ccc([N+](=O)[O-])cc1	-7	4	11*	2	1	-8	-2	0.1	7	9
CC1(C)CC(N(CCc2ccccc2)Cc2ccccc2)CCO1 (configuration not stated)	-1	-1	-1	-10	8	-3	-1	0.4	0	3
C=CCn1c(O)c(C=NCCCOc2ccc(CC)cc2)c(=O)[nH]c1=S	-6	-1	-3	15	-11	-1	-3	0.5	-4	-1
C=CCn1c(O)c(C(C)=O)c(=O)[nH]c1=O (tested in a mixture with another compound)	-1	-2	-7	3	-3	1	3	0.3	-4	3
CCCc1nc2ccc(Br)cc2c(=O)n1-c1ccc([N+](=O)[O-])c(C(F)(F)F)c1	8	1	0	3	1	0	6	-0.3	0	0
Cc1ccc(C(=O)NC2CC3CCC(C2)N3)cc1 (configuration not stated)	1	-2	-5	6	-1	-6	-4	0.3	-2	1
CC(C)N1CCN(Cc2ccc3c(c2)OCCO3)CC1CCO (configuration not stated)	4	1	-4	6	2	-4	5	0.0	-5	0
CC1(C)NCCN2C(=O)CSC21 (configuration not stated)	3	2	5	13	1	-4	13	0.7	8	2
Later entries.
SMILES	Tn7 DDE FP	UHRF1 binding	PLC-beta3 inh	ARFGAP1 inh	Tn6 DDE FP	MBD2 inh	ASAP1 GAP inh	proKLK7 act	ADAM17 inh	PLC-gamma1 inh
O=[N+]([O-])O[C@H]1CO[C@H]2[C@@H]1OC[C@H]2O[N+](=O)[O-]	6	-1	4	5	8	-4	-1	-0.3	-4	1
CCOc1ccccc1C1SCC(=O)Nc2c1c(=O)[nH]n2C(CC)CC (configuration not stated)	3	-1	3	8	4	3	-2	-0.3	-4	3
Cc1ccc(-n2c(O)c(/C=C/C=Nc3ccccc3)c(=O)[nH]c2=O)cc1	-14	-7	-4	6	-9	-3	-9	-1.1	-2	-1
COc1ccc(NC(=S)N2Cc3ccccc3-n3nncc3C2)c(OC)c1	2	-2	2	-3	1	1	2	0.1	-5	-2
CC(=O)NCC1=C(c2ccc(S(C)(=O)=O)cc2)C[C@@H]2CC[C@H]1N2CCOc1ccccc1	4	0	2	-2	3	-6	-5	0.3	0	1
CC(=O)N(C1=NCCCS1)c1ccccc1Cl	5	-2	-4	-19	0	1	-4	0.0	-1	2
C[C@H]1COc2cccc(N3CCN(C)CC3)c2S(=O)(=O)N1	7	1	-2	0	8	2	0	-0.4	-7	-3
CCN1C[C@]2(OC(=O)c3ccccc3NC(C)=O)CCC(OC)C34C5C[C@H]6C(OC)[C@]5(O)[C@](O)(C[C@@H]6OC)C(C[C@@H]32)[C@H]14 (some centres not stated)	5	2	2	0	5	-1	-3	0.1	-7	-2
O=CC(Cl)P(=O)(N1CCCCC1)N1CCCCC1 (configuration not stated)	-4	0	2	-3	6	-6	-2	0.3	-1	3
Cc1c(C(c2ccc(Br)cc2)c2c(O)c3ccccc3oc2=O)c(=O)n(-c2ccccc2)n1C (configuration not stated)	-3	-1	-7	7	-9	0	6	0.1	-1	-1
CCN(CC)c1ccc(CNCCc2ccccc2F)cc1	1	0	-1	-6	6	-3	-1	0.1	-1	3
CCOC(=O)c1c(-n2c(C)cc(/C=C3/C(=O)NC(=O)N(CC)C3=O)c2C)sc2c1CCCC2	5	6	-7	-3	-1	4	-13	-0.2	-6	-5
CCC(=O)c1cn(Cc2ccccc2C#N)c2ccccc12	3	1	1	-15	5	6	11	-0.6	-4	-1
COc1ccc(CNCCc2c[nH]c3ccccc23)c(OC)c1C	-3	2	-3	2	-1	2	-1	-0.4	-2	6

Part of the list above, limited to PLC-gamma1 inh, ADAM17 inh and ASAP1 GAP inh:
Molecule | PLC-gamma1 inh | ADAM17 inh | ASAP1 GAP inh
C[C@H]1COc2cccc(N3CCN(C)CC3)c2S(=O)(=O)N1 | -3 | -7 | 0
CCN1C[C@]2(OC(=O)c3ccccc3NC(C)=O)CCC(OC)C34C5C[C@H]6C(OC)[C@]5(O)[C@](O)(C[C@@H]6OC)C(C[C@@H]32)[C@H]14 (some centres not stated) | -2 | -7 | -3
O=CC(Cl)P(=O)(N1CCCCC1)N1CCCCC1 (configuration not stated) | 3 | -1 | -2
